# V1aR counter = counter-screen for oxytocin receptor agonists: human V1a receptor agonists | 320,000 compounds, 0.25% hits | CHO-V1R cells, Fluo-8 calcium fluorescence, agonist mode; 0% DMSO, 100% 3 nM vasopressin | AID 2797 | activation, % at 3 µM;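 active = activation above the mean activation of all tested compounds plus 3 SD, per screening run, cut at about 20% in these data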;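 note: signal is peak over basal fluorescence ratio across a 100 second FLIPR read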
# IMP-1 inh = blocks Pseudomonas aeruginosa IMP-1 metallo-beta-lactamase; 290,000 compounds, 0.45% hits; inhibition, % at 5.6 µM; AID 1556; purified IMP-1, nitrocefin hydrolysis, epi-absorbance fluorescence;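 active = inhibition above the mean plus 3 SD of all compounds in the same screening run, cut at about 4.5% in these data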;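 note: 0% = IMP-1 with DMSO and 100% = DMSO wells lacking enzyme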
#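 Assay system: purified recombinant IMP-1 beta-lactamase. Input: IMP-1 0.2 nM before substrate addition. Buffer or medium: Zinc- and detergent-supplemented HEPES buffer, pH 7.1. Schedule: 25 °C, 15 min preincubation, 25 min reaction. Signal: Epi-absorbance fluorescence, 480 nm excitation, 530 nm emission. Evaluation: percent inhibition from optical density relative to buffer-blank wells.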
# VIM-2 inh = inhibitors of Pseudomonas aeruginosa VIM-2 metallo-beta-lactamase | AID 1527 | 290,000 compounds, 0.89% hits | purified VIM-2, nitrocefin hydrolysis, epi-absorbance fluorescence | inhibition, % at 5.6 µM;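 active = inhibition above the mean of all tested compounds plus 3 SD, cutoff set per screening run, cut at about 7.5% in these data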;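 note: red hydrolysis product quenches plate fluorescence so inhibitors raise well fluorescence; 0% = enzyme with DMSO and 100% = DMSO without enzyme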
# GalR3 antagonist = blocks the human galanin receptor 3 | O60755 | HEK293 GalR3-CNG cAMP membrane potential fluorescence; galR3 body fused to GalR1 C-terminus | inhibition, % at 3 µM | 360,000 compounds, 0.44% hits | AID 651719;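 active = inhibition above the screen-wide average plus 3 SD, cut at about 13% in these data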;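 note: forskolin and galanin both at EC90 stimulate the cells; cAMP rise reported by CNG channel membrane potential dye signal; 0% = forskolin plus galanin with DMSO and 100% = forskolin alone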
# Target sequence (O60755 1-299 limits assumed): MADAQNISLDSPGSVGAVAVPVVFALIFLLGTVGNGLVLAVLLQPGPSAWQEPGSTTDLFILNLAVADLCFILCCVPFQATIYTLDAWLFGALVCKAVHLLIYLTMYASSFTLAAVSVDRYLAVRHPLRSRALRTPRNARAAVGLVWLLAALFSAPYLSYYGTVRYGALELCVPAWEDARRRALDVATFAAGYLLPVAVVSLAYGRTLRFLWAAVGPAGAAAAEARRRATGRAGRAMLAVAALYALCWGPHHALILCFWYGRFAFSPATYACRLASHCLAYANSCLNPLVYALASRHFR
# NS3 helicase inh = HCV NS3 helicase inhibition; NS3 helicase DNA unwinding, Cy5 molecular beacon fluorescence; inhibition, % at 10.9 µM; 290,000 compounds, 0.56% hits; AID 1800;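 active = inhibition above the mean of all tested compounds plus 3 SD, set per campaign, cut at about 35% in these data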;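 note: 0% = DMSO wells and 100% = thioflavine S control wells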
#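 assay system = NS3 helicase fragment of HCV | buffer or medium = MOPS pH 6.5, MgCl2, DTT, Tween20, BSA | timing = 60 min unwinding reaction at 25 °C after ATP addition | signal = Cy5 beacon fluorescence read at start and 1 h | read-out basis = % inhibition of unwinding | control set = low DMSO, high thioflavine S at 110 µM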
# OXTR ag = activates the human oxytocin receptor; AID 2435; CHO-OTR cells, Fluo-8 calcium fluorescence; normalized: DMSO 0%, oxytocin 100%; activation, % at 3 µM; P30559; 320,000 compounds, 0.32% hits;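 active = activation above the mean of all tested compounds plus 3 SD, cutoff set per screening run, cut at about 20% in these data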;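 note: peak over basal fluorescence ratio from a 100 s FLIPR kinetic read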
# Target sequence (P30559 whole entry, looked up): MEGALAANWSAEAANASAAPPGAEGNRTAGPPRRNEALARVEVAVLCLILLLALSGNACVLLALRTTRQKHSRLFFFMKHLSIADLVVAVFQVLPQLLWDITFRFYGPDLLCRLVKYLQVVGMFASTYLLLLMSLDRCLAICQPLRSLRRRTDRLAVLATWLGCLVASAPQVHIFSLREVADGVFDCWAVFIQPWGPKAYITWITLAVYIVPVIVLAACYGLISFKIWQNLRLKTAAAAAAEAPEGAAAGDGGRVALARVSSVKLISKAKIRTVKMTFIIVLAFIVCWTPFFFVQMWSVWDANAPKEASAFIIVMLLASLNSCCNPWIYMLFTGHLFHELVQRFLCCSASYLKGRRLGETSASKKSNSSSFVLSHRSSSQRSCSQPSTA
# GPR7 antagonist = antagonists of human GPR7 (neuropeptides B/W receptor 1). P48145. GPR7-expressing cells, fluorescence antagonist assay. inhibition, % at 4.4 µM. 290,000 compounds, 1.1% hits. AID 1861; in the data active = inhibition above about 16%, passing the limit was not always enough;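 note: cells stimulated with the agonist NPW; 0% = agonist with vehicle and 100% = vehicle without agonist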
# FID counter = fluorescent intercalator displacement, NS3 helicase counter-screen. DNA fluorescent intercalator displacement, fluorescence. inhibition, % at 7.9 µM. 290,000 compounds, 0.17% hits. AID 1845; in the data active = inhibition above about 37%;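 note: 0% = vehicle and 100% = reference compound; higher means more ethidium bromide displaced from hairpin DNA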
# PHOSPHO1 inh = inhibitors of human PHOSPHO1 phosphatase | recombinant PHOSPHO1, absorbance phosphatase assay | inhibition, % at 13.3 µM | 290,000 compounds, 1.1% hits; in the data active = inhibition above about 60%
# Target sequence (Q8TCT1 whole entry, looked up): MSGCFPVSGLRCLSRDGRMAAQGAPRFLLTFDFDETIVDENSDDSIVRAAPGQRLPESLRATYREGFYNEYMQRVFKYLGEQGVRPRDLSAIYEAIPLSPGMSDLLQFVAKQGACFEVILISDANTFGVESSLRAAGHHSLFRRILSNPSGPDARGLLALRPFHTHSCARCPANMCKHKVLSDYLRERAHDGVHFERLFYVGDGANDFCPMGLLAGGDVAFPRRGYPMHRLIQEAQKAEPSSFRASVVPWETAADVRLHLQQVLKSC
# * marks the source's active call; other numbers are inactive results; . = not tested or not shown. This is a random part of the collection. About 4.3% of those tested had a hit in this group.
SMILES,V1aR counter,IMP-1 inh,VIM-2 inh,GalR3 antagonist,NS3 helicase inh,OXTR ag,GPR7 antagonist,FID counter,PHOSPHO1 inh
CC(C)c1nnc(NC(=O)CN2C(=O)c3ccccc3C2=O)s1,0.2,-4.3,-2.6,-4,4,0.2,-12,-1,89*
COc1ccc(OC)c(CC(NC(C)=O)C(=O)NC2CCN(c3nnnn3-c3ccccc3)CC2)c1 (stereo unspecified),0.7,-2.2,-2.0,-3,-5,0.9,-8,-4,39
O=C(O)c1cccc(S(=O)(=O)Nc2ccc(O)c(Sc3nc4ccccc4s3)c2)c1,1.8,-0.9,0.1,-1,12,1.9,9,-20,-114
O=C(Nn1cnnc1)c1csc2ccccc12,0.4,-1.9,-0.6,-5,0,0.0,-4,0,-13
O=C(CNC(=O)Cn1cnc2sc3c(c2c1=O)CCCC3)NCc1ccccn1,-0.8,-0.8,-1.4,-3,3,-0.4,-9,-8,29
O=C(NCCCN1CCCC1=O)C(=O)NCC1OCCN1S(=O)(=O)c1ccc(Cl)cc1 (stereo unspecified),0.5,-0.4,1.8,3,1,-0.2,-3,-20,14
C=CCn1c(CSCc2ccc(Cl)cc2Cl)nnc1SCC(=O)Nc1ccc(C(=O)O)cc1,-1.1,-5.2,-2.5,-2,6,0.0,8,-28,2
COc1ccc(CCNC2=CC(=O)N(c3ccc(F)cc3)C2=O)cc1,0.9,-3.3,-4.4,-4,25,0.4,-4,-32,-23
O=C(O)COc1cccc(NC(=O)c2ccccc2)c1,-0.7,-2.7,-2.3,-2,-2,2.7,-11,2,-17
Cc1ccccc1OCCn1cc(C(=O)O)c2ccccc21,5.1,-2.8,-1.1,-1,24,6.2,3,-34,43
CCOC(=O)c1ccc(N2C(=O)CC(N3CCN(C(=O)c4ccccc4)CC3)C2=O)cc1 (stereo unspecified),0.2,-1.7,-1.1,-6,-4,0.3,-7,-33,37
CCC(C)(C)NC(=O)C(OC(=O)c1ccco1)c1ccccc1OC (stereo unspecified),-1.3,-1.2,-0.9,-3,-1,-2.1,10,-9,2
Cc1ccc(NC(=O)CCN2C(=O)CSC2=O)cc1,0.0,-4.9,-1.6,-4,4,-0.5,-11,2,15
O=C(N/N=C\c1c(O)ccc2ccccc12)c1ccc(Cn2cccn2)o1,2.8,-3.3,-6.7,-3,0,4.2,3,-16,16
Cc1ccc(C2=[N+]([O-])C(C)(C)N(O)C2(C)C)cc1,0.3,-1.6,-3.7,-5,-5,0.0,0,1,-16
CC1=Nc2ccc(C)cc2/C1=C/c1c(N)n2nc(CC(=O)N3CCOCC3)sc2nc1=O,1.7,-0.8,12*,-6,-8,-0.2,13,-37,15
Cc1ccc(NS(=O)(=O)c2ccc3c(c2)oc(=O)n3C)cc1,.,2.4,0.3,-12,-19,.,-14,-2,34
COc1ccc(N2CCN(CNC(=O)c3ccccc3)CC2)cc1,.,0.1,-0.8,-3,9,.,-11,-8,-32
Cc1cc2c(cc1C)NC(CC(=O)NCc1ccccc1)C(=O)N2 (stereo unspecified),-0.2,-1.1,-4.1,-4,4,-0.3,7,-3,3
CC(C)n1cc(CN2CCN(CCc3ccccc3)C(CCO)C2)cn1 (stereo unspecified),-0.5,0.5,0.5,-2,-1,-0.5,3,8,18
COc1ccc(NC(=O)C2Cc3ccccc3O/C2=N\O)cc1 (stereo unspecified),.,-3.9,-3.1,-10,1,.,-4,-5,29
O=C(O)/C=C/c1cnc2ccccc2n1,-0.5,-2.0,-1.0,-3,2,1.2,-4,1,37
O=C(NCC(=O)N(c1ccc(F)cc1)C(C(=O)NC1CCCC1)c1ccncc1)c1ccco1 (stereo unspecified),0.6,-2.0,1.0,-9,-9,1.1,-20,-18,22
Cc1cccc(CNC(=O)CC2C(=O)NCCN2C2CCCC2)c1 (stereo unspecified),-1.2,-1.6,-0.3,1,-3,-0.6,-4,-8,31
CCOC(=O)C(Sc1ncnc2c1sc1nc(N3CCOCC3)c3c(c12)CCCC3)c1ccccc1 (stereo unspecified),.,6.2*,-6.2,.,10,.,-8,-8,-96
CCCC(C)NS(=O)(=O)c1ccc(OC)c(C)c1 (stereo unspecified),-1.1,-0.6,1.2,5,9,-1.8,8,-22,6
CCC(C)C(NC(N)=O)C(=O)Nc1ccc(S(=O)(=O)Nc2ccc(OC)cc2)cc1 (stereo unspecified),5.0,-1.6,-2.0,-5,-7,0.1,5,-23,-18
COc1ccc(C)cc1S(=O)(=O)NC1CCCCC1C (stereo unspecified),-0.9,-2.7,-1.6,-2,-4,-2.0,-7,-23,-2
CC(=O)c1cccc(S(=O)(=O)NCCC(=O)Nc2ccc(S(N)(=O)=O)cc2)c1,-0.1,-3.2,-1.4,-5,12,0.0,-8,-2,52
CCOC(=O)N1CCN(CC(O)COc2c(OC)cccc2OC)CC1 (stereo unspecified),1.6,-6.1,-0.1,0,-10,-0.5,-9,-8,14
O=C(Nc1cccc(C(=O)O)c1)/C(=C\c1ccc2c(c1)OCO2)NC(=O)c1ccccc1Cl,0.4,-1.5,1.5,-3,11,-0.3,-10,-36,30
CCN(CC)c1ccc(C(=O)OCC(=O)Nc2sccc2C#N)cc1,0.2,-0.9,0.9,-4,-1,1.6,-5,-23,4
Clc1ccc(Oc2ccccc2)c2ncccc12,-0.6,-2.3,1.6,-11,6,-2.3,-15,-21,37
COc1ccc2nc(NC(=O)Cc3ccc(OC)c(S(=O)(=O)N4CCOCC4)c3)sc2c1,23*,-3.0,-1.8,0,6,18,4,-22,5
O=C(c1cc(NC(=O)C23CC4CC(CC(C4)C2)C3)cc(NC(=O)C23CC4CC(CC(C4)C2)C3)c1)N1CCCCC1,5.5,-2.6,-2.5,.,-3,6.6,-9,-17,-3
CC(C)Cc1cc(C(=O)N(C)C2CCCN(Cc3ccccc3F)C2)n(C)n1 (stereo unspecified),0.6,-0.5,1.9,-2,10,-0.8,-8,-37,4
Cn1nc(C(F)(F)F)c(-c2cccc(C(F)(F)F)c2)c1NC(=O)c1cccnc1,4.3,-1.1,-1.1,-6,-15,2.6,4,-14,-16
CC(Oc1ccccc1)C(=O)N1CCN(C(=O)C(C)Oc2ccccc2)CC1 (stereo unspecified),-0.1,-0.6,-1.1,1,-1,0.3,-12,-9,30
Cc1ccccc1NC(=O)c1cc(S(=O)(=O)N2CCCCC2)cs1,-0.4,-4.8,-3.3,-2,-2,-1.7,-3,-7,9
O=C(NC1CCN(Cc2ccccc2)CC1)c1ccc(S(=O)(=O)NCc2ccco2)cc1,0.6,-1.8,-1.4,63*,-8,0.3,1,19,20

# Brought forward from above: 3 compounds; new compounds follow.
SMILES,V1aR counter,IMP-1 inh,VIM-2 inh,GalR3 antagonist,NS3 helicase inh,OXTR ag,GPR7 antagonist,FID counter,PHOSPHO1 inh
CC(Oc1ccccc1)C(=O)N1CCN(C(=O)C(C)Oc2ccccc2)CC1 (stereo unspecified),-0.1,-0.6,-1.1,1,-1,0.3,-12,-9,30
Cc1ccccc1NC(=O)c1cc(S(=O)(=O)N2CCCCC2)cs1,-0.4,-4.8,-3.3,-2,-2,-1.7,-3,-7,9
O=C(NC1CCN(Cc2ccccc2)CC1)c1ccc(S(=O)(=O)NCc2ccco2)cc1,0.6,-1.8,-1.4,63*,-8,0.3,1,19,20
CCOc1cc(C2CC(=O)Nc3cc(C)c(C)cc32)ccc1O (stereo unspecified),1.0,-6.1,-0.2,1,3,0.5,-10,-20,-14
O=C(NC(=S)NNC(=O)c1ccccc1[N+](=O)[O-])c1ccccc1,0.5,-8.1,-6.3,-2,-1,0.2,-9,-1,3
Cc1ccc(CSc2ncnc3onc(C)c23)cc1,-0.6,-3.5,-3.5,7,-5,-2.8,-13,-2,27
CCOCCCNc1nc2ccccc2[nH]1,0.4,-1.4,0.0,-5,-4,1.3,-4,0,-8
COc1ccc(NC(=O)Cn2c3ccc(OC)cc3c3nc4n(c(=O)c32)CCS4)cc1,0.8,-1.8,-0.8,4,8,0.2,14,12,30
O=C(Nc1cc(=O)[nH]c2ncnn12)c1ccccc1Cl,0.3,-4.6,-5.0,-4,2,0.2,-11,-8,-22
O=C(COC(=O)c1cncc(Br)c1)NCc1ccc2c(c1)OCO2,-0.3,-1.6,-0.6,-6,-3,-0.2,-7,-7,44
CC(C)(C)c1ccc(OCCCC(=O)Nc2ccc(S(N)(=O)=O)cc2)cc1,3.0,0.6,0.8,-5,11,0.2,-4,-11,-7
CCCCCCCNC(=O)C1(CC2CC(c3ccc(Cl)cc3)=NO2)CCN(C(=O)OC(C)(C)C)CC1 (stereo unspecified),1.9,-2.3,-2.9,-7,-1,-0.5,-13,-33,25
Cc1ccc(-n2cc(-c3ccccc3)c3c(NN4CCOCC4)ncnc32)cc1,12,-3.8,-4.1,3,-25,6.6,-9,-13,-26
COc1ccc(O)c(CN2CCCC(N3CCc4ccccc4C3)C2)c1 (stereo unspecified),.,-0.3,0.5,-12,10,.,0,4,-155

# Whole records, quoted from the list.
# CCOCCCNc1nc2ccccc2[nH]1 in the list: V1aR counter: 0.4; IMP-1 inh: -1.4; VIM-2 inh: 0.0; GalR3 antagonist: -5; NS3 helicase inh: -4; OXTR ag: 1.3; GPR7 antagonist: -4; FID counter: 0; PHOSPHO1 inh: -8
# COc1ccc(NC(=O)Cn2c3ccc(OC)cc3c3nc4n(c(=O)c32)CCS4)cc1 in the list: V1aR counter: 0.8; IMP-1 inh: -1.8; VIM-2 inh: -0.8; GalR3 antagonist: 4; NS3 helicase inh: 8; OXTR ag: 0.2; GPR7 antagonist: 14; FID counter: 12; PHOSPHO1 inh: 30

# In another format: results already given
smiles	V1aR counter	IMP-1 inh	VIM-2 inh	GalR3 antagonist	NS3 helicase inh	OXTR ag	GPR7 antagonist	FID counter	PHOSPHO1 inh
O=C(c1cc(NC(=O)C23CC4CC(CC(C4)C2)C3)cc(NC(=O)C23CC4CC(CC(C4)C2)C3)c1)N1CCCCC1	5.5	-2.6	-2.5	.	-3	6.6	-9	-17	-3
CC(C)Cc1cc(C(=O)N(C)C2CCCN(Cc3ccccc3F)C2)n(C)n1 (stereo unspecified)	0.6	-0.5	1.9	-2	10	-0.8	-8	-37	4

# VIM-2 inh: entries above that show a hit
SMILES	IMP-1 inh	VIM-2 inh	GalR3 antagonist	NS3 helicase inh	GPR7 antagonist	PHOSPHO1 inh
CC1=Nc2ccc(C)cc2/C1=C/c1c(N)n2nc(CC(=O)N3CCOCC3)sc2nc1=O	-0.8	12*	-6	-8	13	15

# Source: PubChem
